# Screens deposited in PubChem BioAssay by National Center for Advancing Translational Sciences (NCATS).
# LDHA block = blocks human lactate dehydrogenase A; AID 1347041; purified LDHA, NADH/diaphorase-resazurin fluorescence; hits give low values; activity change, % (values are at about 110 or 230 µM); hit rate 0.15% among 480,000; in the data active = activity change below about -30%; inconclusive = mostly about -25% to -30%;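 note: plate controls were DMSO wells for no effect and wells without enzyme for full effect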
#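 Human LDH5 at 2 nM final in Tris HCl pH 7.4 with 0.06 mM NADH and 0.2 mM pyruvate, reacted 5 minutes at room temperature. Remaining NADH coupled via diaphorase/resazurin; resorufin fluorescence read at 0 and 20 minutes, normalized to enzyme-free and DMSO wells.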
# Vif-A3G inh = blocks the Vif interaction with human APOBEC3G; HeLa A3G-eYFP + Vif (tagged APOBEC3G with the HIV-1 protein that degrades it), YFP fluorescence, overnight; Potency, µM (doses to about 46.1 µM), inactives show at the highest dose activity, negative = active, most hits filed as inhibitors; hit rate 0.076% among 410,000; AID 602310;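 note: potency is the fitted concentration of half-maximal effect; % is set by controls: 0 for no effect and ±100 for the full control effect; nearly all actives have a fitted effect of over 60% in size; hits raise eYFP signal because A3G escapes Vif-driven loss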
#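 HeLa cells stably expressing Vif and C-terminally eYFP-tagged A3G, seeded overnight at 37 deg C, then exposed to compound by pintool overnight at 37 deg C. Rise in yellow fluorescence (Ex 488/Em 500-530, Acumen) marks blocked Vif-driven A3G degradation.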
# mIDH1 inhibitor = human IDH1 R132H inhibition; O75874; IDH1-R132H enzyme, NADPH consumption, diaphorase/resazurin fluorescence; Potency, µM (titrated, usually from 76.6 µM), inactives show at the top dose activity change, negative = inhibition, usual class: inhibitors; hit rate 0.093% among 390,000; AID 602179; note: potency is the fitted concentration of half-maximal effect; % is set by controls: 0 for no effect and ±100 for the full control effect; nearly all actives have a fitted effect of over 65% in size
#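 IDH1-R132H (0.5 ug/mL) preincubated 30 min with compound, then NADPH (0.016 mM) and alpha-KG (2 mM) added; 80 min at RT, pH 7.5. Remaining NADPH coupled via diaphorase/resazurin to fluorescence (540/590 nm); concentration-response curves normalized to no-enzyme control.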
# PI4K2A block = inhibitors of human PI4K2A; purified PI4K2A, ADP-Glo luminescence, 1 h; hits give low values; hit rate 0.13% among 420,000; Q9BTU6; activity change, negative = inhibition, % at 76.9 µM; in the data active = activity change below about -50%; inconclusive = mostly about -30% to -49%;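 note: -100% = wells without enzyme as full effect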
# Target sequence (Q9BTU6 whole entry, looked up): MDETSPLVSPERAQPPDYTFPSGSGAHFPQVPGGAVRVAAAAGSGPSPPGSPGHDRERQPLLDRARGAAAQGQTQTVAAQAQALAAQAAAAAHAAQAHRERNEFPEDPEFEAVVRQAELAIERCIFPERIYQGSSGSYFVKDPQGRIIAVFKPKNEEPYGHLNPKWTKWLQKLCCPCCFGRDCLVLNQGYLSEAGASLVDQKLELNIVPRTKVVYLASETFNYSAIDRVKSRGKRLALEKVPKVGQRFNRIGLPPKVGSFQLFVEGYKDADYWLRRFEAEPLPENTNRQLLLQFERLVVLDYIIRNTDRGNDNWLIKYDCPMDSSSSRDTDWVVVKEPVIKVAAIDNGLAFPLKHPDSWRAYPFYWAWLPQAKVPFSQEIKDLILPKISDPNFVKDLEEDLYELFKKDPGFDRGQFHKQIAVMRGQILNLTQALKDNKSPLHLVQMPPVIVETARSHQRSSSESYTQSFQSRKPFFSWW
#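 Compounds are screened against recombinant PI4K2A using PI as substrate and ATP, the latter dispensed at 300 microM. Reactions run one hour at ambient temperature before ADP-Glo detection; full inhibition defined by wells lacking enzyme.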
# TrxR1 substrate = rat thioredoxin reductase 1 substrate activity | O89049 | purified TrxR1 substrate turnover, NADPH consumption readout | Potency, µM (doses to about 114 µM), inactives show at the top dose activity change, negative = substrate turnover | hit rate 0.01% among 390,000 | AID 588456; note: potency is the fitted concentration of half-maximal effect; % is set by controls: 0 for no effect and ±100 for the full control effect; nearly all actives have a fitted effect of over 50% in size
# Target sequence (O89049 whole entry, looked up): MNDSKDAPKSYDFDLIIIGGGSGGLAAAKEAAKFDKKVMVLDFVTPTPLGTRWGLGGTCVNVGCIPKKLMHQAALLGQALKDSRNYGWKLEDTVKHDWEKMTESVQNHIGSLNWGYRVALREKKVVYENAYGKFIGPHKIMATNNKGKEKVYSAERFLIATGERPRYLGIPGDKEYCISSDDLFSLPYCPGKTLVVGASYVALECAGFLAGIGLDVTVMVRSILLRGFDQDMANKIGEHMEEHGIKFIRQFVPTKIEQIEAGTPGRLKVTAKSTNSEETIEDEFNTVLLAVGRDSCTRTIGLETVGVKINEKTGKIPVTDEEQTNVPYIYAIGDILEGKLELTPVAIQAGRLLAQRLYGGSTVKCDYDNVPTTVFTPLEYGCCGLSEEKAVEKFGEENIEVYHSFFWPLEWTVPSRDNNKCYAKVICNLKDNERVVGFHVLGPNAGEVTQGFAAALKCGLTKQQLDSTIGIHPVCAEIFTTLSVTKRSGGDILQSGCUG
#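 Rat TrxR1, dispensed at 90 nM, was prereduced with 400 uM NADPH (final) for 5 min at ~22 deg C, then incubated with compound 15 min before 400 uM selenite. A first-read NADPH fluorescence drop versus no-compound background flagged substrates.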
# GRP78 ERSR act = ER stress response induction in glioma. U87-MG GRP78 promoter luciferase reporter, 16 h. Potency, µM, for the others: top-dose activation, actives largely listed as activators. hit rate 0.02% among 420,000; note: potency is the fitted concentration of half-maximal effect; series mostly up to about 76 µM; % of control where 0% means no effect; nearly all actives have a fitted effect of over 35% in size
#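 Stably transfected U87-MG human glioma cells carrying a GRP78-based luminescent sensor were seeded at 1000 cells/well, pin-dosed with compounds and incubated 16 h. Luciferase reagent was then added, and end-point luminescence was read after 10 min at room temperature.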
# USP1-UAF1 inh = inhibitors of human USP1/UAF1 deubiquitinase. hit rate 0.23% among 390,000. O94782. Potency, µM (series often up to 57.1 µM), for the others: at the highest dose activity change, negative = inhibition, usual class: inhibitors. recombinant USP1/UAF1, Ub-Rhodamine cleavage fluorescence. AID 743255; note: potency is the fitted concentration of half-maximal effect; % is set by controls: 0 for no effect and ±100 for the full control effect; nearly all actives have a fitted effect of over 60% in size; inactives centre near -12
#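 High-throughput fluorogenic screen: 1nM USP1/UAF1 complex, Ub-Rho substrate 150nM final, 50mM HEPES pH 7.8 with 0.5mM EDTA, 0.1 mg/ml BSA, 1mM TCEP and 0.01% Tween-20.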
# RXFP1 agonist = activates the human relaxin receptor RXFP1 | Potency, µM (series often up to 57.5 µM), without a hit: top-dose activation, most hits filed as activators | hit rate 0.3% among 370,000 | HEK293T-RXFP1 cAMP TR-FRET, 30 min; response scale: percent of porcine relaxin response, buffer zero | Q9HBX9; note: potency is the fitted concentration of half-maximal effect; % is set by controls: 0 for no effect and ±100 for the full control effect; nearly all actives have a fitted effect of over 60% in size; many of its hits are not listed in these tables
#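 cAMP rise read by TR-FRET after 30 min, 37C compound exposure (up to 58 uM) in RXFP1-transfected HEK293 cells with Ro 20174 present. EC50 from Hill-equation fits, with 29 nM porcine relaxin as 100% and buffer as basal.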
# Vif-A3F inh = inhibitors of Vif-A3F interaction. hit rate 0.2% among 390,000. HeLa A3F-eYFP + Vif (tagged APOBEC3F with the HIV-1 protein that degrades it), YFP fluorescence increase. Potency, µM (titrated, usually from 46.1 µM), without a hit: at the top dose activity, negative = active; note: potency is the fitted concentration of half-maximal effect; % of control where 0% means no effect; nearly all actives have a fitted effect of over 65% in size
#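 HeLa cells stably expressing A3F-eYFP plus Vif, plated and incubated overnight at 37 deg C, then exposed to compounds overnight at 37 deg C. Blocked degradation read as raised yellow fluorescence (Ex 488/Em 500-530).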
# Numbers without * were called inactive; ? = inconclusive; nt = no result given; & = joins results of further samples; [ ] = another dose, or the depositor's remark. Unless noted, calls come from the whole dose curve; as a rule, active = well fitted curve in the direction sought with a large enough effect; inconclusive = small, poorly fitted or top-dose-only effect, or another doubt; inactive = no such curve, though single readings can be large; an effect the other way counts as inactive or inconclusive. The list is partial. The share of hits here may be higher or lower than overall.
SMILES,LDHA block,Vif-A3G inh,mIDH1 inhibitor,PI4K2A block,TrxR1 substrate,GRP78 ERSR act,USP1-UAF1 inh,RXFP1 agonist,Vif-A3F inh
CCOCCOC(=O)C(C)Oc1ccc(Oc2nc(Cl)ccc2Cl)cc1 (configuration not stated),2,2%,4%,4,-3%,-3%,-25%,0.0%,8%
O=c1c2cc(Cl)ccc2nc(-c2ccccc2Cl)n1O,-3,-1%,0%,1,3%[57.1 µM],-3%,-4%,2.3%,-24%
O=C(O)CCC(=O)Nc1nc2nc(-c3ccccc3)cc(-c3ccccc3)n2n1,-3,-1%,-4%,-4,228%[activator],-1%,3%,-1.0%,-9%
CCOC(=O)c1cc(-c2ccco2)nc2c1c(C)nn2-c1ccccc1,4&-6,-1%,8%,14,6%,-2%,-23%,2.6%,1%
Cc1cccc(N2CCN(C(=O)Cn3nc(C)n4cccc4c3=O)CC2C)c1 (configuration not stated),-3&3,-3%&0%,8%&13%,1&4,-2%&25%,-4%&-5%,-19%&-6%,0.1%&4.3%,0%&0%
CC1(C)CN(c2ccc(-c3ccnc4ncnn34)cc2)C1=O,-4,2%,0%,1,896%[activator],3%,-28%,14%,-3%
CC(=O)NC(CC(=O)NNC(=O)COc1c(C)cccc1C)c1ccccc1 (configuration not stated),1,0%,5%,2,10%[57.1 µM],-5%,-17%,nt,16%
Cc1cc(N2CCCCC2)c(F)cc1[N+](=O)[O-],-2,1%,3%,2,-1%,-1%,-2%,0.3%,2%
Cc1ccc(C2C(C(=O)c3ccco3)=C(O)C(=O)N2c2ncccn2)cc1 (configuration not stated),-7,-1%,13%,4,-12%,-1%,-7%,?,-6%
CCN(CC(=O)Nc1cccc(OC)c1)CC(=O)Nc1ccc(Br)c(C)c1,4,0%,5%,-1,3%,-1%,-21%,-1.1%,6%

# Next part, starting with the last 5 of the part before.
SMILES,LDHA block,Vif-A3G inh,mIDH1 inhibitor,PI4K2A block,TrxR1 substrate,GRP78 ERSR act,USP1-UAF1 inh,RXFP1 agonist,Vif-A3F inh
CC1(C)CN(c2ccc(-c3ccnc4ncnn34)cc2)C1=O,-4,2%,0%,1,896%[activator],3%,-28%,14%,-3%
CC(=O)NC(CC(=O)NNC(=O)COc1c(C)cccc1C)c1ccccc1 (configuration not stated),1,0%,5%,2,10%[57.1 µM],-5%,-17%,nt,16%
Cc1cc(N2CCCCC2)c(F)cc1[N+](=O)[O-],-2,1%,3%,2,-1%,-1%,-2%,0.3%,2%
Cc1ccc(C2C(C(=O)c3ccco3)=C(O)C(=O)N2c2ncccn2)cc1 (configuration not stated),-7,-1%,13%,4,-12%,-1%,-7%,?,-6%
CCN(CC(=O)Nc1cccc(OC)c1)CC(=O)Nc1ccc(Br)c(C)c1,4,0%,5%,-1,3%,-1%,-21%,-1.1%,6%
CCOC(=O)N1CCN(C(=O)CN(c2ccc(OCc3ccccc3)cc2)S(C)(=O)=O)CC1,9,1%,7%,-1,0%,-3%,-5%,0.2%,0%
COc1ccc2[nH]cc(CCNC(=O)COc3cc(C)cc4oc(=O)cc(C)c34)c2c1,-11,3%,-5%,-7,-8%,-4%,16%,3.4%,2%
Cc1ccc(CCNC(=O)C2CCN(C(=O)N(C)C)CC2)cc1,-6,1%,-1%,1,9%,-2%,-3%,-0.9%,0%
CN(C(=O)c1ccc(NC(=O)Cc2cccc(NC(=O)C3CCN(C(=O)c4ccccc4)CC3)c2)cc1)C1CCCC1,-3,-7%,-3%,-3,12%[57.1 µM],-2%,-21%,0.0%,1%
CCOCCCNC(=O)C1CCN(C(=O)N(C)C)CC1,2,1%,-1%,1,-5%,-4%,-3%,-0.2%,5%
Cc1nn(Cc2ccc(Cl)cc2)c2sc(C(=O)O)cc12,-5,-1%,-11%,2,0%[57.1 µM],0%,-20%,-0.3%,5%
CN(C)c1ccc(NC(=O)C(=O)C2C(=O)Nc3ccccc32)cc1 (configuration not stated),6,3%,-12%,-2,-11%,-2%,-6%,-4.6%,0%
COc1cccc(C(=O)NCC(c2ccc(N(C)C)cc2)N2CCCC2)c1OC (configuration not stated),1,-2%,14%,2,2%[57.1 µM],-2%,-16%,-1.2%,-1%
CC(C)CCCN1C(N(C)C)=NC[C@@H]1Cc1ccccc1,-1,0%,1%,3,9%,-6%,?,1.7%,-1%
O=C(O)c1ccc2ncsc2c1,-10,4%,?,-6,4%,-1%,0%,1.0%,-5%
CCn1c(SCC(=O)NNC(=O)Cc2ccccc2)nnc1-c1ccncc1,-8,0%,12%,1,-1%[57.1 µM],-5%,-16%,-0.4%,-15%
COc1cc(NC(=O)COc2ccc(Cl)cc2)ccc1-c1cc2ccccc2oc1=O,-1,?,0%,0,5%[57.1 µM],2%,-5%,5.1%,-12%
O=C(C1CCN(S(=O)(=O)Cc2ccccc2)CC1)N1CCN(c2ncccn2)CC1,-5,0%,-1%,0,5%,-3%,-11%,0.1%,-2%
COc1ccc(-c2nc(CS(=O)CC(=O)NC3CCCCC3C)c(C)o2)cc1 (configuration not stated),-6,-8%,-5%,0,6%,0%,-21%,1.6%,0%
CCCC[C@@H]1C=C(C(=O)O)[C@H](c2ccc(Br)cc2)N1S(=O)(=O)c1ccc(C)cc1,-3,-20%,6%[38.3 µM],1,-6%,6%,-8%,nt,-3%
COc1cc(OC)cc(C(=O)N2CCN(S(=O)(=O)c3ccc(Cl)s3)CC2)c1,-3,-3%,1%,3,1%,-2%,3%,-0.1%,-4%
CC(=O)Nc1ccc(NC(=O)/C=C/c2ccc(Cl)cc2)cc1,-12,-5%,20%,-1,8%[57.1 µM],0%,-8%,-0.4%,0%
COc1ccccc1N1CCN(/N=C/c2ccc(O)cc2O)CC1,1,3%,2%,-9,3%,3%,-22%,-1.4%,-9%
CCOC(=O)c1oc2nc3c(cc2c1N)COC(C)(C)C3,-2,0%,4%,-2,61%[activator],1%,-12%,1.5%,2%
CC(C)(C#N)C(C)(C)c1nn[nH]n1,-1,0%,2%,-2,-4%,-4%,-9%,-0.8%,-1%
COCCNC(=O)c1ccc2c(c1)N(Cc1cccc(Cl)c1)C(=O)c1ccccc1S2=O (configuration not stated),-8,0%,-4%,8,2%[57.1 µM],-3%,-13%,-0.6%,0%
CN1CCN(C(=O)c2ccc(-c3ccc(F)c(F)c3)c3ccoc23)CC1,-4,0%,nt,-7,nt,-3%,nt,nt,nt
CC(C)C(=O)Nc1nnc(Cc2c[nH]c3ccccc23)s1,1&-10,-12%,5%,-2,2%,4%,-1%,1.9%,4%
CCCCCC(=O)N1C[C@@H](O)[C@H](n2cc(COC(=O)c3ccccc3)nn2)C[C@@H]1c1ccc(OC)cc1,-5,2%,-5%,-3,nt,0%,-28%,nt,0%
O=C(NC1CC2CCC1C2)c1ccc(CN2CCOCC2)cc1 (configuration not stated),-3,-1%,3%,2,-2%,1%,-5%,-0.5%,8%
CCOC(=O)c1cnc(N2CCN(c3ccc(OC)cc3)CC2)c2ccccc12,10,10%,8%,-6,2%[57.1 µM],-3%,?,4.4%,-15%
CCOC(=O)C1CCCN(C(=O)c2ccc(OC(C)=O)cc2)C1 (configuration not stated),-3,2%,1%,-1,2%,-5%,-14%,-0.4%,-3%
Cc1c(Cl)cnc(NC(=O)COC(=O)CCc2nc3ccccc3s2)c1Cl,0,0%,2%,-4,4%,-3%,-21%,-1.7%,1%
CNC(=S)N/N=C/c1ccc(-c2ccc(C(=O)O)cc2)o1,-2,-6%,-7%,-26,34%[activator],0%,-9%,-0.7%,0%
Nc1nc2c(Cl)cc(Cl)cc2s1,-1,-28%,5%,1,5%,5%,-24%,3.0%,-17%
O=C1CC(N2CCOCC2)C(=O)N1c1ccc2c(c1)OCO2 (configuration not stated),-6,-7%,3%,-10,13%[57.1 µM],-4%,-25%,-1.7%,0%
CC(=O)Nc1ccc(S(=O)(=O)N(Cc2ccccc2)c2ccccn2)cc1,-2,0%,0%,-4,5%,-2%,-18%,-2.8%,5%
Cc1cc(C)n(/C(=C/N(C)C)C(=O)c2ccccc2)n1,-2,-1%,-9%,-4,-4%,-2%,-5%,-1.9%,-3%
N#Cc1cc[n+](CC(=O)c2ccc(NC(=O)c3ccccc3)cc2)cc1,2,-2%,2%,-20,8%,1%,-18%,0.9%,-1%
Cc1ccc(C(=O)N/N=C/c2ccoc2)cc1C,0,1%,16%,-2,-1%,9%,-19%,1.1%,-3%
Cc1cnc(CNC(=O)C2CCC(=O)N(CCc3ccc(Cl)cc3)C2)cn1 (configuration not stated),0,5%,0%,-1,5%,-8%,-24%,1.0%,0%
FC(F)(F)c1ccc(/C=N/n2c(C3CCCCC3)n[nH]c2=S)cc1,-3,-16%,4%,-1,-9%,-13%,-30%,2.6%,2%
CCN(CC)C(=O)Cn1c(SCC(=O)Nc2ccc(F)cc2)nc2ccccc21,-9,2%,0%,-2,7%[57.1 µM],-1%,-21%,0.3%,-4%
